# NOD2 RIPK2 PPI: inhibitors of human NOD2-RIPK2 interaction. CHO BLA complementation NOD2-RIPK2, CCF4 ratio. O43353. hit rate 0.38% among 360,000. inhibition, % at 4.98 µM; in the data active = inhibition above about 21%;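 also: 0% = vehicle only and 100% = reference blocker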
# TRAIL sens C8: caspase-8 TRAIL sensitization. NB7+C8 cells + TRAIL, ATPlite viability luminescence. inhibition (viability loss, TRAIL sensitization), % at 10 µM. hit rate 1% among 360,000. AID 624354;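 active = compounds causing at least 50% loss of cell viability in the single-dose screen, relative to plate controls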
# TLR9-MyD88 block: blocks human TLR9 binding to MyD88; Q9NR96+Q99836; CHO BLA complementation TLR9-MyD88, CCF4 FRET ratio; inhibition, % at 4.98 µM; hit rate 0.21% among 340,000; AID 504734;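 active = inhibition above the mean over all tested compounds plus 3 SD, cut at about 21% in these data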;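 also: 0% = DMSO only wells and 100% = clavulanate BLA inhibitor control wells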
# TWEAK Fn14 block: TWEAK-Fn14 signaling inhibition | TWEAK-stimulated Fn14 reporter cells, luciferase luminescence, 8 h | inhibition, % at 10 µM | hit rate 2% among 360,000 | AID 1159606; in the data active = inhibition above about 50%
# NCOA2 inhibitor: human SRC2 (NCOA2) inhibition; hit rate 0.17% among 370,000; AID 651957; inhibition, % at 9 µM; Q15596; HEK293 GAL4-SRC2 luciferase reporter, luminescence;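 active = inhibition above the mean inhibition of all tested compounds plus 3 SD, set per campaign, cut at about 52% in these data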;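 also: 0% = DMSO treated cells and 100% = cells given Gossypol at 36 µM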
# SRC3 inh: inhibitors of human steroid receptor coactivator 3 (SRC3) | hit rate 0.17% among 360,000 | HEK293 GAL4-SRC3 luciferase reporter, luminescence | Q9Y6Q9 | inhibition, % at 3.6 µM;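 active = inhibition above a per-campaign cutoff, the mean of all compounds plus 3 SD, cut at about 60% in these data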;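 also: 0% = DMSO-treated cells and 100% = gossypol-treated cells at 36 µM; higher means less SRC3-driven luciferase light from the GAL4 reporter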
# LRH-1 inv ag: suppresses constitutive activity of human LRH-1. O00482. HEK293T StAR-luciferase reporter, LRH-1 transfected, 24 h. hit rate 0.13% among 360,000. inhibition, % at 3.6 µM. AID 602396;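 active = inhibition above the mean inhibition of all tested compounds plus 3 SD, cut at about 73% in these data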;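 also: 0% = DMSO wells and 100% = reporter-only cells lacking LRH-1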
# Target sequence (O00482 whole entry, looked up): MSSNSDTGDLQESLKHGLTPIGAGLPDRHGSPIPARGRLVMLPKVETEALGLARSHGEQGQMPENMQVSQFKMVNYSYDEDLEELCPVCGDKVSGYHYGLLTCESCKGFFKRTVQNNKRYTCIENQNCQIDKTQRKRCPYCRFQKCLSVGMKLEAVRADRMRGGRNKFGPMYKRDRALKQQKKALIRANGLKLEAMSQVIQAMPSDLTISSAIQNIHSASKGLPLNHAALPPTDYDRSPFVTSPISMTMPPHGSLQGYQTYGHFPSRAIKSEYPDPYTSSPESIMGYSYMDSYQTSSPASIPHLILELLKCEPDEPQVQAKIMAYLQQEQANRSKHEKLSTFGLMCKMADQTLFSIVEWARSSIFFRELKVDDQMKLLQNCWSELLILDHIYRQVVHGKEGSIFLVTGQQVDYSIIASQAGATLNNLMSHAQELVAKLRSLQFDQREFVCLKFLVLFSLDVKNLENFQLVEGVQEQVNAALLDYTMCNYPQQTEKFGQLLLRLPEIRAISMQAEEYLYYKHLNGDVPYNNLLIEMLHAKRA
# COUP-TFII inh: blocks human COUP-TFII nuclear receptor; HEK293T NGFI-A luciferase reporter, luminescence; inhibition, % at 8.6 µM; hit rate 0.7% among 370,000;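 active = inhibition above a per-plate cutoff, mean inhibition of test wells between control levels plus 3 SD, cut at about 38% in these data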;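 also: cells cotransfected with COUP-TFII expression vector driving the NGFI-A reporter; 0% = median of COUP-TF2 test wells and 100% = reporter-only cells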
# Target sequence (P24468 whole entry, looked up): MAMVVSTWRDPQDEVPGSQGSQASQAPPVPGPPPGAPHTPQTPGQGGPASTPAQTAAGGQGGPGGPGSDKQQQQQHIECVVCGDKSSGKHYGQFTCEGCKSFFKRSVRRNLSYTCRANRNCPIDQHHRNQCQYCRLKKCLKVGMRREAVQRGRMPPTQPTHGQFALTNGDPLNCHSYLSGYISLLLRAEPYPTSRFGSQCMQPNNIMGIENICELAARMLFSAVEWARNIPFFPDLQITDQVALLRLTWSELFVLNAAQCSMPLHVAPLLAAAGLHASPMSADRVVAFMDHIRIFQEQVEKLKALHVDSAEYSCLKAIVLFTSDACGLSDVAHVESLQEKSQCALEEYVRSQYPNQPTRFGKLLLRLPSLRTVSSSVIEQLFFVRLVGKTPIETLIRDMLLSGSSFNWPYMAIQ
# NCOA1 inh: inhibits human SRC1 coactivator; Q15788; HEK293 GAL4-SRC1 luciferase reporter, luminescence; inhibition, % at 3.6 µM; hit rate 0.12% among 360,000;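 active = inhibition above the campaign mean plus 3 SD, with each screening campaign given its own cutoff, cut at about 60% in these data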;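 also: 0% = DMSO treated cells and 100% = gossypol at 36 µM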
# TROY signal inh: TROY signaling inhibition; Q293 LMP1-TROYcd NF-kB luciferase reporter, 4 h; inhibition, % at 10 µM; hit rate 0.98% among 360,000; AID 1347056;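 active = compounds whose plate-normalised and pattern-corrected inhibition of the luciferase reporter signal at the single screening dose is 50% or more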
# LMP1 NFkB inh: reduces LMP1-driven NF-kappaB luciferase signal; LMP1-induced NF-kappaB luciferase reporter cells, luminescence; inhibition, % at 12.5 µM; hit rate 0.69% among 350,000; in the data active = inhibition above about 41%;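 also: 0% = neutral control wells and 100% = reference inhibitor control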
# * = called active by the depositor; x = no result given. The list is partial (hit frequency here may not be typical).
SMILES,NOD2 RIPK2 PPI,TRAIL sens C8,TLR9-MyD88 block,TWEAK Fn14 block,NCOA2 inhibitor,SRC3 inh,LRH-1 inv ag,COUP-TFII inh,NCOA1 inh,TROY signal inh,LMP1 NFkB inh
CC1=C(C(=O)N(C)C)CC(CC(=O)NCc2cccc3ccccc23)C(=O)N1CCC1=CCCCC1 (stereo unspecified),11,11,8,0,-3,11,19,8,-1,-16,-4
O=C(Nc1oc2ccccc2c(=O)c1-c1ccc(Br)cc1)c1ccco1,-10,3,-12,-9,-1,-22,-18,-4,4,-5,5
CC(OC(=O)Cc1c[nH]c2ccccc12)C(=O)Nc1ccccc1F (stereo unspecified),-4,4,1,-1,-16,-2,-3,11,-4,-1,8
O=C(NCCc1ccc(F)cc1)C1CCN(C(=O)Nc2ccccc2)CC1,-10,-14,9,2,-11,-4,-6,-5,-12,11,-3
O=C(Cc1csc(NC(=O)Nc2cccc(Cl)c2)n1)NCc1ccccn1,-3,28,-1,-17,-39,-42,-40,-32,-36,-7,-17
COc1cccc(/C=C/c2[nH]c(=O)[nH]c(=O)c2[N+](=O)[O-])c1O,6,-10,-10,34,1,8,-4,0,13,8,2
CN1C(=O)CSc2ccc(NC(=O)N3CCC(N4CCCCC4)CC3)cc21,4,-4,4,22,5,10,-7,-17,-10,-6,-9
OCCNc1cnc2ccccc2n1,-3,0,-4,-21,-21,7,-4,0,-27,-35,9
Cc1noc(C)c1COC(=O)C1CCN(C(=O)c2ccc(Cl)cc2)CC1,-1,2,-4,0,-16,-3,9,12,3,5,6
O=C(c1cnc2n(c1=O)CCS2)N1CCN(c2ccc(Cl)c(Cl)c2)CC1,0,5,-7,-12,x,16,-1,x,15,-6,0
Nc1nc(NCc2ccco2)nc(N2CCCCCC2)c1[N+](=O)[O-],-4,16,-6,31,20,38,-5,48*,-8,0,16
CCC1=C(CC2NCCc3ccccc32)CC2c3cc(OC)c(OC)cc3CCN2C1 (stereo unspecified),16,23,2,41,55*,82*,88*,67*,73*,36,-2
CCC(CC)CN1CCC(CN2C(=S)NC[C@@H]2CC(C)C)CC1,-1,-10,0,-2,-16,-6,2,14,-6,-2,-1
Cc1cccc(C)c1NC(=O)C(=O)c1cn(C)c2ccccc12,-2,4,-11,-5,-24,11,-16,18,16,-38,3
CCOC(=O)c1c(CSc2ccccc2)n(C)c2ccc(O)c(CN3CCN(C)CC3)c12,2,6,2,10,-8,-4,-12,1,2,38,-10
CCO/C=C1\SC(=S)N(c2ccc(Cl)cc2)C1=O,-4,1,1,11,-13,6,-9,19,-6,-6,-9
CN(CC(=O)Nc1ccc(Cl)c(C(F)(F)F)c1)C(=O)CCN1C(=O)C2CCCCC2C1=O (stereo unspecified),-16,7,4,4,-15,21,9,8,0,4,5
COc1ccc(NCC(O)COc2ccc(C(C)(C)C)cc2)cc1 (stereo unspecified),16,-12,1,3,-17,5,3,-6,-3,-21,43*
Cc1ccc(CNc2nc(Cl)c(C#N)s2)cc1,-1,5,-4,14,-53,-22,-114,-9,-64,17,-9
Cc1ccc(S(=O)(=O)Nc2ccc(C(OC(=O)c3ccccc3[N+](=O)[O-])(C(F)(F)F)C(F)(F)F)cc2)cc1,-11,-13,-11,35,3,7,9,-2,-2,36,10
CC(C)CC(=O)Nc1nnc(SCC(=O)Nc2ccc(F)cc2)s1,8,6,-7,-6,13,6,11,20,-30,10,-9
Cc1cccc(C(=O)NNS(=O)(=O)c2ccccc2)c1O,-6,-2,-3,7,2,-1,-3,-3,-21,1,5
CN1C(=O)c2cccc(NC(=O)Cc3ccccc3)c2C1=O,2,-14,8,6,-9,11,-4,4,6,5,5
COc1cc(OC)cc(C(=O)NNC(=O)Cc2cccs2)c1,-13,-15,-4,-9,2,3,13,3,-10,-6,-2
O=C1Nc2ccccc2Oc2cc([N+](=O)[O-])ccc21,1,12,4,26,8,12,24,11,12,-11,11
SMILES,NOD2 RIPK2 PPI,TRAIL sens C8,TLR9-MyD88 block,TWEAK Fn14 block,NCOA2 inhibitor,SRC3 inh,LRH-1 inv ag,COUP-TFII inh,NCOA1 inh,TROY signal inh,LMP1 NFkB inh
COc1ccccc1OCCCCn1ncc2ccc(OC)c(OC)c2c1=O,-9,-6,11,-3,1,9,13,15,-28,17,5
CCOc1ccccc1CN1CCN(Cc2c[nH]c3ccccc23)CC1CCO (stereo unspecified),-1,-1,-1,5,12,-18,13,18,3,16,7
Fc1ccc(N/N=C(/c2ccccc2)c2ccccn2)cc1,-9,-4,1,7,11,1,-11,-23,-3,10,9
N#Cc1ccccc1NCC(=O)N1CCN(S(=O)(=O)c2ccccc2)CC1,-1,-10,0,10,-17,0,1,-3,-3,-4,4
O=c1cc(-c2ccc(O)cc2)oc2c(C3OCC(O)C(O)C3O)c(O)c(C3OC(CO)C(O)C(O)C3O)c(O)c12 (stereo unspecified),-2,8,12,11,-13,14,-5,5,-6,-4,5
O=C1[C@@H]2[C@@H]3C[C@@H]([C@H]4ON=C(c5ccc(OCc6ccccc6)cc5)[C@@H]34)[C@@H]2C(=O)N1c1ccc2c(c1)OCO2,-2,12,10,9,-27,2,6,-13,-4,1,-5
Cc1cc(NC(=O)C2Oc3ccccc3OC2C)no1 (stereo unspecified),-2,-9,1,-3,-9,3,-11,9,-30,-13,-7
CSc1ccccc1OCc1cc(C(=O)N(C)CCc2c(C)n[nH]c2C)no1,-6,3,2,-17,-31,14,0,-3,-43,-18,1
CNC(=O)/C(C#N)=C/c1cccc(Oc2ccccc2)c1,5,23,2,53*,11,17,16,-5,0,-80,1
COc1cccc(CN2CCN(Cc3nc(C(C)C)cs3)CC2CCO)c1 (stereo unspecified),-11,5,12,-2,6,12,-15,12,-14,-4,-3
CC(C)C[C@@H](COCc1ccc(F)cc1)N1CCN(C(=O)c2cccc(C(F)(F)F)c2)CCC1=O,0,4,x,2,12,x,2,15,x,-2,x
COc1ccccc1NC(=O)c1cc([N+](=O)[O-])ccc1N1CCOCC1,-5,-9,-8,3,-26,0,18,5,7,10,-9
Cc1cnc(C)c(Nc2nc(C(N)Cc3ccc(Cl)cc3)cs2)n1 (stereo unspecified),-3,5,x,2,24,-12,19,-18,-7,-2,x
CN=C(NC(=O)Nc1c(C)cccc1C)NC(=O)Nc1c(C)cccc1C,-2,-1,1,-8,1,13,10,-14,-2,5,-25
CCOC(=O)c1sc(=S)n(CC)c1NC(=O)C1CC1,-7,12,19,19,1,-7,-4,6,2,29,6
CC1CCCC(NC(=O)C2c3ccccc3C(=O)N2Cc2cccs2)C1C (stereo unspecified),6,2,-7,-25,16,5,-4,-8,15,-9,5
Cc1ccc(N(CC(=O)NCc2ccc(F)cc2)C(=O)c2snc(C(N)=O)c2N)cc1C,-8,8,2,1,1,4,-10,6,2,-5,-13
O=C(CSc1nc2ccccc2s1)NCC1CCCO1 (stereo unspecified),-15,8,-14,6,-10,10,24,10,-3,-18,-12
Cc1nn(-c2ccccc2)c2c1C(c1cccc([N+](=O)[O-])c1)N(c1ccccc1)C(=O)N2 (stereo unspecified),-2,-12,-17,-12,10,9,-13,4,16,17,-2
COc1ccc(OCC(=O)Nc2cccc(OC)c2)cc1,-4,-2,6,-9,-66,-15,13,-37,-32,-43,-11
COC(=O)CC1=C(C)C(=O)CC2C(C)(C)CCCC12C (stereo unspecified),-14,6,-1,-11,-1,-7,-4,10,1,9,-11
O=C(O)c1ccccc1/C=N/N1CCN(C2c3ccccc3-c3ccccc32)CC1,-12,-22,x,-5,5,-13,3,1,-35,-15,-1
Cc1ccccc1N(CC(=O)Nc1ccc(F)cc1)S(C)(=O)=O,-13,-9,3,-4,21,16,6,0,-10,-23,-6
CC1CCCCC1NC(=O)c1ccco1 (stereo unspecified),0,-16,8,9,23,-6,15,14,-6,18,-4
CCCCC[C@H](C)N1C[C@@H](COCc2ccccc2)Oc2cc(N3CC[C@H](O)C3)ccc2S1(=O)=O,-12,-3,x,12,7,x,0,4,x,12,x
SMILES,NOD2 RIPK2 PPI,TRAIL sens C8,TLR9-MyD88 block,TWEAK Fn14 block,NCOA2 inhibitor,SRC3 inh,LRH-1 inv ag,COUP-TFII inh,NCOA1 inh,TROY signal inh,LMP1 NFkB inh
O=C(Cc1cccs1)NCc1ccccc1,4,-4,-2,-16,-28,-8,-8,1,-16,-14,-22
CC(=O)N1CCN(C(=O)c2cc(=O)c3ccccc3o2)CC1,-3,-7,-8,9,-11,-1,-12,-3,-11,-15,-8
Cc1ccc2nsnc2c1S(=O)(=O)N(Cc1ccco1)Cc1cc2cccc(C)c2[nH]c1=O,0,37,-1,28,x,9,-2,x,-6,12,23
O=C(CN1CCCCCC1)Nc1cccc([N+](=O)[O-])c1,-6,-10,-5,1,-3,-9,-3,10,-2,7,3
CCC(=O)c1ccc(OCC(O)CN2CCN(S(=O)(=O)N3CCCCC3)CC2)cc1 (stereo unspecified),-6,-14,-24,-1,-2,-5,10,9,-1,9,-1
Cc1ccc(OCC(=O)O/N=C(\N)c2ccccn2)cc1C,-10,32,x,-36,-81,-119,-144,-46,-89,-90,x
c1ccc2c(N3CCOCC3)nc(-c3ccncc3)nc2c1,-7,4,-4,6,-1,13,28,4,4,11,4
CCC(NC(=O)Cc1c(C)c2ccc(OC)c(C)c2oc1=O)C(=O)NC(Cc1ccc(Cl)cc1)C(=O)O (stereo unspecified),-4,-5,-3,13,10,14,-4,6,2,-22,-3
Cc1ccc(C(=O)N/C(=C/c2cccs2)C(=O)NCC2CCCO2)cc1 (stereo unspecified),-1,2,16,-18,1,-2,-4,-3,-13,18,-3
CC1C2CC(C(CN(C)C)/C2=N/O)C1(C)C (stereo unspecified),-10,-1,7,-22,6,-15,8,7,8,8,-13
COc1cc(-c2nnc(-c3ccc(S(=O)(=O)c4ccccc4)cc3)o2)cc(OC)c1OC,-2,10,3,35,7,10,10,8,-39,-19,9
CCCCc1n(CC(=O)c2ccc(Cl)cc2)c2ccccc2[n+]1C,1,13,-4,15,-32,16,24,7,5,-6,2
Cn1c(Cc2cccs2)nnc1SCC(=O)N1CCCc2ccccc21,0,-2,-2,-7,-8,9,-5,6,1,10,-1
O=C(NCC1CC1)C1(C(F)(F)F)C/C(=C\Cc2ccccc2)CCCO1 (stereo unspecified),-3,-1,-5,-9,-13,5,15,3,-3,-10,-7
CC(C)COc1cccc(C(=O)Nc2ccc(N3CCOCC3)cc2N2CCOCC2)c1,5,25,5,5,-1,-23,4,-5,-11,4,-9
Cc1onc(-c2ccccc2)c1-c1ccc(S(N)(=O)=O)cc1,4,-8,5,9,6,14,28,-2,4,3,-2
Cn1c(CSc2nc3ccc(Br)cc3[nH]2)nc2ccccc21,-9,1,-12,-1,-10,11,-4,-23,5,-23,-7

# Record cards, from the list above. Values in the order: NOD2 RIPK2 PPI	TRAIL sens C8	TLR9-MyD88 block	TWEAK Fn14 block	NCOA2 inhibitor	SRC3 inh	LRH-1 inv ag	COUP-TFII inh	NCOA1 inh	TROY signal inh	LMP1 NFkB inh
# COc1ccc(NCC(O)COc2ccc(C(C)(C)C)cc2)cc1 (stereo unspecified) as listed: 16	-12	1	3	-17	5	3	-6	-3	-21	43*
# O=C(Cc1cccs1)NCc1ccccc1 as listed: 4	-4	-2	-16	-28	-8	-8	1	-16	-14	-22
# Cc1ccc(N(CC(=O)NCc2ccc(F)cc2)C(=O)c2snc(C(N)=O)c2N)cc1C as listed: -8	8	2	1	1	4	-10	6	2	-5	-13

# High-throughput results as filed in PubChem.
